Bioassay records as filed in PubChem.
Growth percent in the NCI-60 one-dose screen (48 h, 10 µM unless noted): 100 = growth as untreated, 0 = no growth, -100 = all killed.
EKVX: EKVX NSCLC | 3% of 71,000 active | AID 1794765
HOP-62: HOP-62 NSCLC; 3.9% of 80,000 active; AID 1794735
A549/ATCC: A549/ATCC NSCLC. 3.7% of 81,000 active
RPMI-8226: RPMI-8226 leukemia cells | 7.5% of 77,000 active
HOP-92: HOP-92 NSCLC cells; 6.3% of 71,000 active
M14: M14 melanoma; 6.2% of 80,000 active
MOLT-4: MOLT-4 leukemia cells | 6.9% of 80,000 active | AID 1794779
CCRF-CEM: CCRF-CEM leukemia. 7% of 77,000 active
Numbers without * were called inactive; . = not tested or not shown; & = joins results of further samples; ! = not confirmed by another sample. The calls were made as follows: active = growth percent below 10; inactive = the rest.

SMILES	EKVX	HOP-62	A549/ATCC	RPMI-8226	HOP-92	M14	MOLT-4	CCRF-CEM
Cc1ccc(-c2nc(N3CCCNCC3)c3oc(-c4ccccc4)nc3n2)cc1	38	-55*	-88*	-49*	-27*	-95*	-73*	-71*
S=c1nc[nH]c2ccccc12	93	99	98	97	114	96	91	98
c1ccc2cc3c(cc2c1)oc1ccccc13	83	87	105	96	.	107	107	108
CCOC(=O)C1=C(C)n2nc(CC#N)c(C#N)c2NC1c1ccc(CC)cc1 (centres undefined)	82	82	96	102	86	92	104	101
CCC(CC)CC1CCCCC1=O (centres undefined)	98	108	102	.	100	105	99	.
CC1=NN(CNc2nc3c(C)ccc(C)c3s2)C(=O)C1	.	89	107	106	.	108	104	98
COc1ccc(-n2nc(C(=O)Nc3ccc(OC)c(OC)c3)nc2-c2cc(OC)c(OC)c(OC)c2)cc1	92	76	81	70	69	87	64	54
COc1cccc(-c2nc(Nc3cccc(S(N)(=O)=O)c3)c3ccccc3n2)c1	91	102	81	65	.	103	69	69
CCNc1ccccc1	.	98	91	83	96	107	103	.
COc1ccc(Nc2ncc(OC)c(NCCCNC(=O)C3CCC3)n2)cc1	100	101	99	84	88	116	96	95
O=C(NNc1nc2cc(F)ccc2n2c(CN3CC4CNCC4C3)ccc12)c1cnccn1 (centres undefined)	26	25	21	47	51	.	5.6*	12
CCCn1c(NC(=O)c2cccc(C(N)=O)c2)nc2cc(CN3CCCCC3)ccc21	100	96	96	81	85	14	95	95
O=C(O)c1cn(C2CC2)c2cc(N3CCN(C(=O)C[n+]4ccccc4)CC3)c(F)cc2c1=O	94	103	99	106	98	106	104	97
O=C(C[Si](CC(=O)c1cccc(C(F)(F)F)c1)CC(=O)c1cccc(C(F)(F)F)c1)c1cccc(C(F)(F)F)c1	37	96	49	4.4*	-28*	89	-19*	14
COc1ccc(Nc2ncccc2C(=O)Nc2nc3ccc(OC)cc3s2)cc1	90	93	95	61	83	95	89	81
COc1cc(-c2nn(C(C)(C)C)cc2-c2ccnc(NCCCNS(=O)(=O)c3ccccc3)n2)ccc1Cl	36	73	51	56	72	96	60	.
COc1cccc(OC)c1-c1cnc2nonc2n1	102	94	102	.	.	90	112	84
O=C1CCC(NCCO)N1 (centres undefined)	105	106	103	104	95	102	103	97
COc1ccc(-c2nnc(CNc3ccc(Cl)cc3)o2)cc1	91	93	91	87	83	107	87	106
c1ccc(-c2c(-c3ccccc3)[n+](Cc3ccc4ccccc4c3)c(-c3ccccc3)n2Cc2ccc3ccccc3c2)cc1	-90*	-67*	-74*	-31*	-90*	-72*	-54*	-22*
CCOC(=O)N1C[C@@H](C)N(C(=S)Nc2ccccc2)C[C@@H]1C	103	104	96	86	88	102	85	95
Cc1cc(N2CCN(C)CC2)nc(N(CCNc2ccnc3cc(Cl)ccc23)Cc2ccco2)n1	57	27	41	-3.9*	49	-88*	29	14
CN1C(=O)C2(Nc3cc(Cl)ccc3-c3ccnn32)c2ccccc21 (centres undefined)	.	94	98	95	102	88	85	100
CC(C)=CC(=O)OCC(=O)O[C@@H]1C[C@]2(C(C)C)O[C@@]1(C)[C@@H]1CC[C@@H](C)[C@H]1[C@@H]2OC(=O)/C=C/c1ccccc1	84	97	83	56	61	88	79	78
CCOC(=O)C1=NNC(c2ccc(Cl)cc2)C1C(=O)N1C(=S)NC(=O)C1CC(C)C (centres undefined)	85	93	110	95	90	.	89	100
CN1c2ccccc2[C@@]23CCC[C@@]12Nc1ccccc1C3	114	111	108	104	.	106	87	97
[N-]=[N+]=Nc1nc(NC2CCCC2)nc(-c2ccc(C(F)(F)F)cc2)n1	.	99	79	96	.	74	90	73
O=S(=O)(Nc1ccc(N2CCOCC2)c(F)c1)c1ccc(-c2cnc(C3CC3)o2)cc1	90	91	97	98	83	92	93	109
COc1cc(/C=C2/N=C(c3ccccc3)N(C(=O)c3ccc4ccccc4c3)NC2=O)ccc1O	95	93	106	89	97	94	.	82
OCC(O)CNc1ncnc2cc(Cl)ccc12 (centres undefined)	103	92	106	104	99	103	107	109
COc1ccc2cc([C@@H]3C[C@@H]3CCO)ccc2c1	93	97	102	102	89	.	96	106
Cc1c(OCC(=O)c2ccccc2)ccc2c1oc(=O)c1ccccc12	100	105	93	108	104	119	90	95
CCOC(=O)C[N+]1(CC(=O)OCC)CCCCC1	106	89	97	108	97	101	115	104
O=c1oc2c(cnc3ccccc32)cc1-c1cccc([N+](=O)[O-])c1	102	102	104	106	92	108	103	92
NC(=S)N/N=C/c1c[nH]c(=O)[nH]c1=O	101	120	100	100	100	116	99	.
Cc1cc2nc(C(Cl)Cl)nc(C)n2n1	98	101	96	102	94	103	101	98
O=C(c1ccc(Cl)cc1)C1[C@H](c2ccc(Cl)cc2)[C@@H](c2ccccc2)NC12C(=O)Nc1ccc(Cl)cc12 (some centres undefined)	55	70	41	43	56	56	24	55
CCOC(=O)OC/C=C/c1ccccc1	101	79	77	98	101	98	.	72
CC(C)/C=C/CC[C@](C)(O)[C@H]1CC[C@]2(C)[C@@H]1CC[C@@H]1[C@@]3(C)C/C(=C/c4ccccn4)C(=O)C(C)(C)[C@@H]3CC[C@]12C	82	92	53	49	48	66	56	71
CC1CCc2c(sc3nc(SCC(=O)c4cccc(Br)c4)n(-c4ccccc4)c(=O)c23)C1 (centres undefined)	66	40	92	59	44	55	29	35
CCOC(=O)C1CSC(N)=N1 (centres undefined)	100	104	103	102	94	101	115	101
COC(=O)C(Cc1cn(-c2ccc3oc(=O)ccc3c2)nn1)(Cc1cn(-c2ccc3ccc(=O)oc3c2)nn1)C(C)=O (centres undefined)	.	96	100	103	101	103	96	88
O=C(N/C(C(=O)N1CCCCC1)=C(\Br)c1ccc(/C(Br)=C(/NC(=O)c2ccccc2)C(=O)N2CCCCC2)cc1)c1ccccc1	107	97	104	108	108	102	105	108
O=C(CCCOc1ccc(Br)cc1)Nc1ncc(Cc2ccc(F)cc2)s1	77	75	85	78	58	51	74	64
Cc1cc2nc3ccccc3n2c2cc(OCCCCl)ccc12	90	80	94	81	74	91	91	90
NC(N)=NC1NCC(=O)S1 (centres undefined)	104	89	98	116	91	86	110	93
CC(=O)OCC1OC(OCC(OC(C)=O)C(OC(C)=O)C(OC(C)=O)C(C#N)OC(C)=O)C(OC(C)=O)C(OC(C)=O)C1OC(C)=O (centres undefined)	97	104	100	105	106	104	103	107
COc1ccc(C(=O)/C=C/c2c(C(F)(F)F)nc3sccn23)cc1OC	37	25	74	.	78	28	-17*	.
COc1ccc(Cc2nnc(SC)n2-c2ccc(F)cc2)cc1OC	.	101	91	98	78	106	108	.
CC(C)(C)NC(=O)C1C2C=CC(O2)C1C(=O)O (centres undefined)	98	94	103	.	92	105	107	.
O=C(O)Cc1cc(=O)[nH]c(=O)[nH]1	120	99	99	111	103	105	98	107
CS(=O)(=O)c1ccc(C(=O)N=Nc2c(O)[nH]c3ccc(Cl)cc23)cc1	94	110	105	93	101	100	100	95
CCC(COC(=O)c1ccccc1)NC(C)C (centres undefined)	118	99	91	113	115	100	86	107
COc1cccc(NC(=O)Nc2ccc(Nc3ncnc4sc(C(=O)NCCC(=O)NO)c(C)c34)cc2)c1	91	103	96	111	119	93	107	105
COc1ccc2c(c1)c(C(=O)c1nc(-c3c[nH]c4ccccc34)no1)cn2C	103	85	89	110	108	90	96	117
O=C1/C(=C\c2ccc(Br)o2)SC(=S)N1CCc1ccc(O)cc1	81	83	100	27	55	74	64	22
C=CCc1cc2c(C)cc(=O)oc2c(C)c1OC(C)=O	92	105	105	.	.	110	91	.
CC1=NN(c2ccccc2)C(=O)C1N=Nc1ccccc1S(=O)(=O)O (centres undefined)	119	116&84	103&113	106&95	.	102&112	109&98	100&101
C=C1CCC2C3(C)COC(c4cccc(F)c4)OC3CCC2(C)C1CC(O)C1=CCOC1=O (centres undefined)	88	89	80	21	76	61	41	23
CC(C)(C)OC(=O)N1CCc2c(sc3ncnc(N/N=C/c4cccc(Br)c4)c23)C1	26	45	46	.	76	43	18	.
Remaining list, next part.
SMILES	EKVX	HOP-62	A549/ATCC	RPMI-8226	HOP-92	M14	MOLT-4	CCRF-CEM
CC(=O)C1=C(C)NC(NN)=NC1c1ccccc1 (centres undefined)	63	80	100	111	107	108	106	.
Cc1cc(=O)[nH]c(O)c1C#N	100&94&100	101&95&97	95&103&102	-72*!	52&97&106	101&94&99	101&100&106	90&100&113
CC1=C(C(=O)OCc2ccccc2)C(c2sccc2C)NC(=O)N1 (centres undefined)	102	94	98	88	100	110	75	92
CCOC(=O)CCCCN(C)CCCCC(=O)OCC	.	123	106	101	.	105	103	93
CC(C)NCC(O)c1ccc2ccccc2c1 (centres undefined)	96	112	102	129	.	104	101	135
CC(C)=C[C@@H]1CC2Cc3cc(Cl)ccc3N1O2 (some centres undefined)	84	98	99	98	.	106	87	90
C=CCOC(=O)[C@@H]1CCCN1CC=C	100	111	102	115	.	103	103	104
COc1cc2c(cc1C)NC(=O)/C2=C\c1c[nH]c2cc(C)c(OC)cc12	102	98	96	101	74	96	45	91
Cc1cccc(C)c1NC(=S)NC=C(C(N)=O)C(N)=O	103	93	99	100	89	102	101	107
CC1(C)C2CCC1(CS(=O)(=O)O)C(=O)/C2=C\c1ccc(/C=C2\C(=O)C3(CS(=O)(=O)O)CCC2C3(C)C)cc1	112	106	104	100	.	98	84	100
O=C(NC1CCCCCCC1)c1ccc(S(=O)(=O)N2CCCCC2)cc1	94	94	90	.	90	93	132	90
COc1ccc(COC=O)cc1	109	98	106	103	109	104	102	103
CCOC(=O)CNc1ncnc2onc(-c3ccccc3)c12	103	89	94	92	92	99	98	99
CCOC(=O)C(Nc1ccc(F)cc1)c1cc(C(C)C)c(N)c(C(C)C)c1 (centres undefined)	.	101	111	99	118	100	93	96
CCN(c1ccc2c(c1)C(C)(C)CCC2(C)C)c1ccc(C(=O)O)cn1	92	84	73	96	63	100	96	87
COc1cccc(-c2oc3ccccc3c(=O)c2O)c1	78	78	80	73	73	72	73	75
Cc1ccc(C2(c3ccc(C)cc3)OC(=O)c3cc([N+](=O)[O-])c([N+](=O)[O-])cc32)cc1	97	112	90	64	76	96	90	63
CCCCOC(=O)c1ccccc1C(=O)c1ccccc1	107	86	114	79	71	94	88	95
Brc1ccc(N/N=C/c2c[nH]c3ccc(Br)cc23)nc1	-12*	-17*	0.1*	-17*	.	-71*	-35*	-38*
CC(=O)Oc1ccc(OC(C)=O)c(OC(C)=O)c1	90	106	98	110	107	.	119	94
Cc1ccc(NC(=O)Cn2cc(CSc3nnc4oc5ccccc5n34)nn2)cc1C	95	90	102	97	90	101	.	91
CCCC/C=N/NC(=S)NCc1ccccc1	101	82	98	98	94	87	95	99
COc1cc2c(-c3cc4c(cc3CNCCc3ccc5c(c3)OCO5)OCO4)cccc2c(OC)c1O	77	71	92	64	66	84	56	80
O=[N+]([O-])c1ccc(N/N=C/c2c(O)ccc3ccccc23)nc1	32	46	49	31	.	65	11	2.5*
C=C(C)C(CCCCC)(C(=O)OCC)C(=O)OCC	102	99	100	100	90	97	83	104
COC(=O)/C=C/c1ccccc1OC(C)=O	98	98	102	104	105	103	93	94
Cc1ccc2nc(Nc3ncnc4c3cnn4-c3ccccc3)sc2c1	.	110	102	102	98	107	102	88
COc1c2c(c(Br)c3c1C(CCc1ccccc1)N(C)CC3)OCO2 (centres undefined)	36	68	46	17	23	29	25	30
COc1ccc(/C=N/N=C(\C)c2ccc3c(c2)Nc2ccccc2S3)cc1O	40	80	64	28	74	49	14	34
COc1ccc(/C=C/C=C\C(=O)c2ccc(-n3ccnc3C)cc2)cc1	78	96	92	77	77	99	96	83
CCN(CC)c1ccc(C#N)cc1	99	96	92	105	92	100	102	104

Grouped by structure, the entries above containing a carbonyl joined to an NH by a bond outside any ring
SMILES	EKVX	HOP-62	A549/ATCC	RPMI-8226	HOP-92	M14	MOLT-4	CCRF-CEM
COc1ccc(-n2nc(C(=O)Nc3ccc(OC)c(OC)c3)nc2-c2cc(OC)c(OC)c(OC)c2)cc1	92	76	81	70	69	87	64	54
COc1ccc(Nc2ncc(OC)c(NCCCNC(=O)C3CCC3)n2)cc1	100	101	99	84	88	116	96	95
O=C(NNc1nc2cc(F)ccc2n2c(CN3CC4CNCC4C3)ccc12)c1cnccn1 (centres undefined)	26	25	21	47	51	.	5.6*	12
CCCn1c(NC(=O)c2cccc(C(N)=O)c2)nc2cc(CN3CCCCC3)ccc21	100	96	96	81	85	14	95	95
COc1ccc(Nc2ncccc2C(=O)Nc2nc3ccc(OC)cc3s2)cc1	90	93	95	61	83	95	89	81
O=C(N/C(C(=O)N1CCCCC1)=C(\Br)c1ccc(/C(Br)=C(/NC(=O)c2ccccc2)C(=O)N2CCCCC2)cc1)c1ccccc1	107	97	104	108	108	102	105	108
O=C(CCCOc1ccc(Br)cc1)Nc1ncc(Cc2ccc(F)cc2)s1	77	75	85	78	58	51	74	64
CC(C)(C)NC(=O)C1C2C=CC(O2)C1C(=O)O (centres undefined)	98	94	103	.	92	105	107	.
COc1cccc(NC(=O)Nc2ccc(Nc3ncnc4sc(C(=O)NCCC(=O)NO)c(C)c34)cc2)c1	91	103	96	111	119	93	107	105
Cc1cccc(C)c1NC(=S)NC=C(C(N)=O)C(N)=O	103	93	99	100	89	102	101	107
O=C(NC1CCCCCCC1)c1ccc(S(=O)(=O)N2CCCCC2)cc1	94	94	90	.	90	93	132	90
Cc1ccc(NC(=O)Cn2cc(CSc3nnc4oc5ccccc5n34)nn2)cc1C	95	90	102	97	90	101	.	91
